ALOX12 inh: inhibitors of human 12S-lipoxygenase ALOX12; purified 12hLO, xylenol orange hydroperoxide absorbance; 580,000 compounds, 1.1% hits; Potency, µM (titrated, usually from 108 µM), without a hit: top-dose activity change, negative = inhibition, actives largely listed as inhibitors
Target sequence (P18054 whole entry, looked up): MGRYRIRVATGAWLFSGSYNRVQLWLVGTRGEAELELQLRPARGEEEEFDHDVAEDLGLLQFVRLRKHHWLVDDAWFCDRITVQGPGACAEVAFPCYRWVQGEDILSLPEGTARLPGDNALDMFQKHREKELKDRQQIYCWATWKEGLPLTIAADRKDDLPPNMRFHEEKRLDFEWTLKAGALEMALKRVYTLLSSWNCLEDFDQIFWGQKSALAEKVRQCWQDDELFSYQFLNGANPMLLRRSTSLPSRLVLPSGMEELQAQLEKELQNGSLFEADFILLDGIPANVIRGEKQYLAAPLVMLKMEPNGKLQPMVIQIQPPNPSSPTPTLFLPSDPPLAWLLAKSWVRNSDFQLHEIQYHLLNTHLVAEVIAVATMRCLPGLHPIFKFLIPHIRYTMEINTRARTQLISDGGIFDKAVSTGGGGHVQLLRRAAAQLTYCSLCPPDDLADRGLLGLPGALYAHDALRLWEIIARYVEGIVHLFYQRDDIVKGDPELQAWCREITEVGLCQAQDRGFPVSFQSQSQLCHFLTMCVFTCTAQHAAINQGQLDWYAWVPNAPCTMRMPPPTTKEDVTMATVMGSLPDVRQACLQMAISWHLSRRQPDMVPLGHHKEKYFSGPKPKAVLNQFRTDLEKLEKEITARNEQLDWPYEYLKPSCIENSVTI
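Purified human 12hLO (150 nM final) in 25 mM Hepes, 0.01% Triton X-100, pH 7.0 was preincubated 15 min at room temperature with compound. Then 40 uM arachidonic acid was added, 30 min. Hydroperoxide was read by Fe-XO absorbance ratio 573/405 nm.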
Vif-A3G inh: inhibitors of Vif-APOBEC3G interaction; Q9HC16; HeLa A3G-eYFP + Vif (tagged APOBEC3G with the HIV-1 protein that degrades it), YFP fluorescence, overnight; Potency, µM (doses to about 46.1 µM), for the others: top-dose activity, negative = active, usual class: inhibitors; 410,000 compounds, 0.076% hits;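 also: nearly all actives have a fitted effect of over 60% in size; hits raise eYFP signal because A3G escapes Vif-driven loss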
Target sequence (Q9HC16 whole entry, looked up): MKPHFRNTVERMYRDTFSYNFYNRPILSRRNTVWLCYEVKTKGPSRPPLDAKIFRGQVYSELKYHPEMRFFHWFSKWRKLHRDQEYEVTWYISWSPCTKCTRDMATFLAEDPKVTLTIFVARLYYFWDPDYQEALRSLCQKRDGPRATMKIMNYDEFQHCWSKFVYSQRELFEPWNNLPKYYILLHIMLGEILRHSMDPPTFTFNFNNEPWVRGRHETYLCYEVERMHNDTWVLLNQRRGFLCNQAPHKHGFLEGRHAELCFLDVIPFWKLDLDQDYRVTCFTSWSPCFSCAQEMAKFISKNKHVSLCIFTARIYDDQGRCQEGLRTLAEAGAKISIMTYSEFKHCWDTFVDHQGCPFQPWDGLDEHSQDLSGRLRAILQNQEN
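Read-out is eYFP fluorescence (Ex 488/Em 500-530) from Vif-expressing HeLa A3G-eYFP cells; more signal means A3G escaped Vif-mediated degradation. Cells plated overnight, compound pinned in, incubated overnight at 37 deg C.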
An asterisk follows results filed as active; ? = inconclusive. Calls follow the shape of the dose curve; as a rule, active = well fitted curve in the direction sought with a large enough effect; inconclusive = small, poorly fitted or top-dose-only effect, or another doubt; inactive = no such curve, though single readings can be large; an effect the other way counts as inactive or inconclusive. % is scaled to controls: 0 for no effect and ±100 for the full control effect; potency is read from the fitted curve at half-maximal effect.

SMILES	ALOX12 inh	Vif-A3G inh
CC1(C(=O)Nc2ccc3ccccc3c2)CCC(=O)N1CCOc1ccccc1 (configuration not stated)	-23%	-1%
CC(CC(=O)Nc1ccc2c(c1)c(=O)n(C)n2Cc1ccc(Cl)cc1)C(F)(F)F (configuration not stated)	?	-4%
CC1(C(=O)Nc2ccc(Cl)cc2)Cc2c(-c3cccc(C(N)=O)c3)ccnc2O1 (configuration not stated)	-65%	-16%
Cc1ccccc1S(=O)(=O)NC(=O)C1(C)CCN1C(=O)C1CCCCC1 (configuration not stated)	?	0%
CC(=O)Nc1ccc(CNc2nc(NCc3cccs3)nc3ccsc23)cc1	?	-4%
Cc1cc2nc(NC(=O)C3(C)CCCN(C(C)C)C3)[nH]c2cc1C (configuration not stated)	-5%	2%
COCCNC(=O)C1CCCN(C(=O)c2ccc3c(c2)C(C)(C)CCC3(C)C)CC1 (configuration not stated)	2%	-6%
OCCCNc1ncnc2c1ncn2[C@H]1CN(Cc2cccs2)C[C@@H](CO)O1	10%	-2%
Cn1c(NCC2CCCCC2)nc2cc(-c3ccsc3)sc2c1=O	-26%	-9%
CCNC(=O)C1(C)CCCN(C(=O)c2c(C)noc2C)C1 (configuration not stated)	8%	2%
COc1ccc(OC)c(NC(=O)Nc2nc(C(N)C(C)C)cs2)c1 (configuration not stated)	5%	-3%
O=C1NCCN1CCNc1nc(NCC2CC2)nc2cc(-c3ccccc3)sc12	-10%	-22%

Two compounds picked at random from those above, as already listed:
SMILES	ALOX12 inh	Vif-A3G inh
Cc1cc2nc(NC(=O)C3(C)CCCN(C(C)C)C3)[nH]c2cc1C (configuration not stated)	-5%	2%
COc1ccc(OC)c(NC(=O)Nc2nc(C(N)C(C)C)cs2)c1 (configuration not stated)	5%	-3%

Continued.
SMILES	ALOX12 inh	Vif-A3G inh
C=C[C@]1(C)C=C2C(=O)C[C@H]3C(C)(C)CCC[C@]3(C(=O)O)[C@@]2(O)CC1	0%	-3%
COc1ccc(OC)c(NC(=O)C2(C)CCN2Cc2ccc(OC)c3ccccc23)c1 (configuration not stated)	-9%	-3%
c1cnc2ccc(-n3ccnc3)cc2c1	5%	1%
C[C@H](O)[C@@H]1CN2CCc3c([nH]c4ccccc34)[C@@H]2C[C@@H]1N(C)C(=S)Nc1ccc(C#N)cc1	1%	-2%
O=C(NCc1cccnc1)c1cc(C2CCCCN2S(=O)(=O)c2ccc(F)cc2F)on1 (configuration not stated)	6%	0%
CC(C)C(=O)N1CCC1(C)C(=O)Nc1ccc(-n2cncn2)cc1 (configuration not stated)	-2%	-3%
CC(C)[C@H](CO)NC(=O)[C@H]1O[C@@H](n2ccc(N)nc2=O)[C@H](O)[C@@H]1O	?	-2%
OC(c1cc(F)cc(Cl)c1)c1ncc(-c2ccccc2C(F)(F)F)[nH]1 (configuration not stated)	-2%	-4%
CC(C)Oc1ccc(CN2CCC2(C)C(=O)Nc2cccc(Oc3ccccc3)c2)cc1 (configuration not stated)	14%	-3%
CS(=O)(=O)c1ccc(-c2cnc3c(NC=O)cc(-c4ccsc4)cn23)cc1	-1%	?
CN(C)C(=O)c1cccc(-c2cnc3c(NC=O)cc(-c4cccc(F)c4)cn23)c1	-7%	-9%
OC(c1ccc(F)cc1)c1nc(-c2csc3ccccc23)cs1 (configuration not stated)	-25%	-7%
C[C@@H]1CCCN1[C@H]1CS(=O)(=O)N[C@@H]1COCc1ccccc1	5%	-2%
C=CCNc1ncnc2c1ncn2[C@H]1CN(CCc2ccccc2)C[C@@H](CO)O1	-3%	-3%
Cc1ccsc1C(=O)N1CCC1(C)C(=O)NS(=O)(=O)c1ccc(Br)cc1 (configuration not stated)	-9%	3%
COc1ccc(-c2cc3c(c4c2ccn4C)C2CCC3C2)cc1 (configuration not stated)	-32%	0%
CN1CCN(c2ccc(-c3cc(NC=O)c4ncc(-c5ccccc5)n4c3)cc2)CC1	?	-26%
CCOc1cccc(-c2cc(N3CCN(CCO)CC3)n3nccc3n2)c1	-17%	-6%
O=C(Nc1ccc(F)c(Cl)c1)c1cc(C2CCCN(S(=O)(=O)c3ccccc3)C2)on1 (configuration not stated)	?	-4%
CN(C)C(=O)c1cccc(-c2cnc3c(NC=O)cc(-c4ccc(C(=O)N5CCOCC5)cc4)cn23)c1	-3%	-9%
CCCC(=O)N1CCCC1(C)C(=O)Nc1cc(C)ccc1C (configuration not stated)	?	-4%
CCc1nc2ccc(C(=O)N(C)Cc3ccco3)cn2c1N(CC)Cc1cccc(Br)c1	-24%	1%
Cc1ccc2nc(C(C)(C)C)c(Cc3ccsc3)n2c1	6.3µM*	?
CCC(=O)N1CCCC(C)(C(=O)Nc2ccc3oc(CC)nc3c2)C1 (configuration not stated)	-62%	-10%

Whole records from above. Values in the order: ALOX12 inh	Vif-A3G inh
`C=CCNc1ncnc2c1ncn2[C@H]1CN(CCc2ccccc2)C[C@@H](CO)O1` as listed: -3%	-3%
`COc1ccc(-c2cc3c(c4c2ccn4C)C2CCC3C2)cc1` (configuration not stated) as listed: -32%	0%
`CCCC(=O)N1CCCC1(C)C(=O)Nc1cc(C)ccc1C` (configuration not stated) as listed: ?	-4%
`C[C@@H]1CCCN1[C@H]1CS(=O)(=O)N[C@@H]1COCc1ccccc1` as listed: 5%	-2%
`CCc1nc2ccc(C(=O)N(C)Cc3ccco3)cn2c1N(CC)Cc1cccc(Br)c1` as listed: -24%	1%

Later entries.
SMILES	ALOX12 inh	Vif-A3G inh
CC(C)(C)Cc1c(-c2cccc(Br)c2)nc2ccc(Br)cn12	?	-17%
CC(=O)Nc1cccc(-c2ccnc3c2CC(C(=O)Nc2ccc4c(c2)OCO4)O3)c1 (configuration not stated)	-1%	?
O=C(c1ccc(C(F)(F)F)cc1)N(CCCn1ccnc1)C(c1ccccn1)c1nc2ccccc2[nH]1 (configuration not stated)	-2%	-7%
COc1ccc(C(O)c2nc(-c3ccccc3)cs2)cc1 (configuration not stated)	?	1%
COc1ccc(CC(N)c2csc(NC(=O)Nc3cccc(C(F)(F)F)c3)n2)cc1 (configuration not stated)	?	5%
O=C(NCc1ccc(F)cc1)c1cc(C2CCCCN2C(=O)c2ccccc2)on1 (configuration not stated)	-5%	0%
COc1cc(NC(=O)N2CCc3nc(Nc4cc(Cl)cc(Cl)c4)ncc3C2)cc(OC)c1OC	-25%	-9%
COc1cccc(-c2cnc3c(NC(C)=O)cc(-c4ccc(C(=O)N5CCOCC5)cc4)cn23)c1	1%	?
CCCC(=O)N1CCCC1(C)C(=O)NCc1ccc(SC)cc1 (configuration not stated)	3%	-1%
CSc1ccccc1NC(=O)C1(C)CCN1C(=O)Cc1ccc(-c2ccccc2)cc1 (configuration not stated)	2%	0%
CC1(C(=O)NC2CCCC2)CCC(=O)N1CCCn1ccnc1 (configuration not stated)	?	2%
CCC(CC)C(=O)N(C)c1c(C)nc2c(OCc3ccc(OC(F)F)cc3)cccn12	-1%	0%
C=C(C)Cn1c2ccc(NC(=O)CCc3cccc(Cl)c3)cc2c(=O)n1C	0%	?
O=C(/C=C/[C@H]1O[C@@H](n2cnc3c(NC(=O)c4ccccc4)ncnc32)[C@H](O)[C@@H]1O)NCC1CCCO1 (some centres not stated)	-13%	4%
CCCS(=O)(=O)NC(=O)C1(C)CCN(C(=O)c2c(F)ccc(C)c2F)C1 (configuration not stated)	-7%	2%
CN(CCc1ccccc1)C(C(=O)Nc1ccc2c(c1)OCCO2)c1ccnc2ccccc12 (configuration not stated)	?	-3%
O=C(NCc1ccco1)c1[nH]c(C(F)(F)F)nc1-c1ccccc1	-20%	-2%
COc1ccccc1-c1csc(C(C)(NC(C)=O)c2ccccc2)n1 (configuration not stated)	0%	-1%
CCCc1nc2ccc(C)cn2c1Cc1ccccc1OC	?	-11%
CC(C)n1c(=O)c2ccccc2n1C(=O)c1ccccc1	12%	-6%
COc1cccc(NC(=O)N2CCc3nc(NCc4cccc(Oc5ccccc5)c4)ncc3C2)c1	?	?
CCOC(=O)C1CCC(=O)N1Cc1c[nH]c2ccccc12 (configuration not stated)	3%	1%
COc1ccccc1Cc1c(-c2ccc(OC)c(OC)c2)nc2ccc(Cl)cn12	?	-9%
CCc1nc2ccc(C(=O)N(CC)CCN(C)C)cn2c1N(CC)C(=O)NCCc1ccccc1	8%	2%

Some of these compounds in order of the ALOX12 inh value, high to low.
smiles,ALOX12 inh
CCc1nc2ccc(C(=O)N(CC)CCN(C)C)cn2c1N(CC)C(=O)NCCc1ccccc1,8%
COc1ccccc1-c1csc(C(C)(NC(C)=O)c2ccccc2)n1 (configuration not stated),0%
CCCS(=O)(=O)NC(=O)C1(C)CCN(C(=O)c2c(F)ccc(C)c2F)C1 (configuration not stated),-7%

Later entries
SMILES	ALOX12 inh	Vif-A3G inh
CC1(C(=O)NCc2ccccc2)Cc2c(-c3cccc(C(F)(F)F)c3)ccnc2O1 (configuration not stated)	-21%	-19%
O=C(CC[C@H]1O[C@@H](n2cnc3c(NC(=O)c4ccccc4)ncnc32)[C@H](O)[C@@H]1O)N[C@@H](CO)c1ccccc1	-43%	0%
Oc1ccc(C[C@H]2CN([C@@H](Cc3ccccc3)CN3CCC[C@@H]3CN3C(=S)NC[C@@H]3Cc3ccccc3)C(=S)N2CC2CCCCC2)cc1	-4%	0%
CCOC(=O)n1c2ccccc2c(=O)n1CCO	-4%	-2%
NC(Cc1ccccc1)c1csc(Nc2ccc(C(F)(F)F)cn2)n1 (configuration not stated)	4%	-17%
Cc1ccccc1Cn1c(C)c(C(=O)NCc2ccc(Cl)c(Cl)c2)sc1=O	7%	0%
COCCNC(=O)c1cc2c(c(-c3cccc(-c4cccc(OC)c4)c3)n1)[C@H](CCO)N(S(=O)C(C)(C)C)C2 (some centres not stated)	-20%	-6%
CCNC(=O)C1(C)CCN(C(=O)c2cccnc2SC)C1 (configuration not stated)	8%	-1%
CC(C)NC(=O)C1(C)CCN1C(=O)c1cccc(Cl)c1 (configuration not stated)	10%	-3%
CC(=O)Nc1cncc(-c2cccc(C(=O)N(C)C)c2)n1	?	-4%
O=c1cc(CN2CCN(c3ccccc3F)CC2)c2ccccc2o1	?	-1%
NCc1csc(Nc2ccc(C(=O)c3ccccc3)cc2)n1	3%	?
Brc1cccc(-c2nc3c4ccccc4ccn3c2Cc2ccccc2)c1	0%	-2%
Cc1cccnc1C1=NOC(Cc2ccccc2)C(=O)N1Cc1ccc(F)cc1 (configuration not stated)	0%	0%
CC1(Cc2ccc(Cl)cc2)C(=O)Nc2ccc(-c3ccc(F)c(Cl)c3)cc21 (configuration not stated)	-24%	-8%
CC(C)(C)n1c(O)c2n(c1=O)Cc1ccccc1N=C2c1ccccc1	?	-6%
Cc1cc(Br)cn2c(Cc3ccccc3)c(-c3ccc(C#N)cc3)nc12	?	-15%
OC(c1ccc(F)cc1)c1nc(-c2ccc(Cl)cc2)cs1 (configuration not stated)	?	-16%
O=C(Nc1cccc2ccccc12)c1csc([C@@H]2O[C@H](CO)[C@@H](O)[C@H]2O)n1	10%	-3%
CSc1ccc(CN2CCC(C)(Oc3ccc4ccccc4c3)C2)cc1 (configuration not stated)	?	-3%
CCNC(=O)C1(C)CCCN(Cc2csc(-c3ccccc3)n2)C1 (configuration not stated)	-14%	-4%
O=C(NC(c1ccc2c(c1)OCO2)c1ccccn1)C1CCN(CCOc2ccccc2)CC1 (configuration not stated)	3%	2%
COc1cc(CN2C[C@@H](CO)O[C@@H](n3cnc4c(N5CCN(C)CC5)ncnc43)C2)cc(OC)c1OC	-23%	-2%
CCCCNC(=O)c1ccc2nc(CC)c(N(CCC(C)C)CCN(C)C)n2c1	-18%	-8%
CC(=O)c1cccc(-c2ccc3c(c2)C(C)(Cc2ccccc2C#N)C(=O)N3)c1 (configuration not stated)	0%	?
CC1(C(=O)NS(=O)(=O)c2ccccc2Cl)CCN1C(=O)Cc1cc(F)ccc1F (configuration not stated)	?	-4%
CN1C2C=CC(=O)C1C1C(=O)N(c3ccccc3)C(=O)C12 (configuration not stated)	5%	-5%
CC1(C(=O)NS(=O)(=O)c2ccccc2Cl)CCN1C(=O)C1(c2ccccc2)CCCC1 (configuration not stated)	2%	2%
CCOC(=O)C1(C)CCCCN1C(=O)c1cccc(Cl)c1 (configuration not stated)	3%	-4%
O=CNc1cc(-c2cccc(F)c2)cn2c(-c3ccc(F)c(Cl)c3)cnc12	?	-14%
Cc1ccc2ccccc2c1C(O)c1ncc(-c2cccc(C(F)(F)F)c2)[nH]1 (configuration not stated)	1%	-20%
Cc1cnc(C)c(Nc2nc(C(N)Cc3ccc(Cl)cc3)cs2)n1 (configuration not stated)	?	-15%
CN1OC[C@@H]2CN(C(=O)c3cccnc3)[C@H](c3ccc(N4CCCCC4)cc3)C[C@@H]21	11%	-2%
CC1(C(=O)Nc2cccc(C#N)c2)CCN1C(=O)C/C=C/c1ccccc1 (configuration not stated)	6%	3%

Screens from PubChem BioAssay.

An excerpt; count on the stated rates, not on these rows.
